# Screens (PubChem)
# Gli-Sufu block = blocks Gli-Sufu signaling in a luciferase reporter; 340,000 tested, 0.74% active; Sufu-KO-LIGHT fibroblasts, Gli luciferase reporter luminescence; AID 588413; inhibition, % at 5 µM;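 active = inhibition above about 55%, limit read from the data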;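 also: 0% = DMSO-treated cells and 100% = wells with medium but no cells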
# APJ antag = APJ receptor antagonism; P35414; CHO-K1 APJ beta-arrestin complementation, luminescence; inhibition, % at 20 µM; 330,000 tested, 0.32% active;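 active = inhibition above about 40% at 20 µM, limit read from the data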;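 also: cells challenged with 10 nM apelin-13 agonist together with compound; plate controls were apelin-13 plus DMSO wells for no effect and DMSO wells lacking apelin-13 for full effect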
# ATG4B inh = inhibitors of human ATG4B cysteine protease. Q9Y4P1. ATG4B cleavage of LC3-PLA2, NBD-HPC fluorescence, 1 h. inhibition, % at 8.33 µM. 340,000 tested, 0.51% active. AID 504462; in the data active = inhibition above about 40%
# Target sequence (Q9Y4P1 whole entry, looked up): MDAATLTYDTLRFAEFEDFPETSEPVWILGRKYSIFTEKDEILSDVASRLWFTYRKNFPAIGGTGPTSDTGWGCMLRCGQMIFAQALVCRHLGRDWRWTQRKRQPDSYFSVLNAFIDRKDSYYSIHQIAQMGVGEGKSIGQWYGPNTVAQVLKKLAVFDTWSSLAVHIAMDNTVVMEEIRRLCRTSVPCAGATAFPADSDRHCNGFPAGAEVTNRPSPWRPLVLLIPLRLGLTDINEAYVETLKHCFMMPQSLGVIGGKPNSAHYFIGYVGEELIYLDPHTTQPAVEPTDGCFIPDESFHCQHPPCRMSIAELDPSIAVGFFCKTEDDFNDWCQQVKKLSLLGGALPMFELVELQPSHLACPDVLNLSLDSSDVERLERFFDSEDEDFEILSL
# UBC13 inh = blocks human UBC13 polyubiquitin chain formation. P61088. TR-FRET. inhibition, % at 20 µM. 330,000 tested, 0.47% active. AID 485273; in the data active = inhibition above about 45%, passing the limit was not always enough
# EBI2 block = antagonists of human EBI2 receptor | EBI2 beta-arrestin recruitment, luminescence, 7a,25-OHC stimulated | 360,000 tested, 0.81% active | P32249 | inhibition, % at 5 µM; in the data active = inhibition above about 38%;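 also: enzyme fragment complementation signal reports receptor beta-arrestin coupling in cells; 0% = agonist plus DMSO wells and 100% = wells without agonist; some results beyond the cut were filed as inactive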
# Target sequence (P32249 whole entry, looked up, the tested form may be a part): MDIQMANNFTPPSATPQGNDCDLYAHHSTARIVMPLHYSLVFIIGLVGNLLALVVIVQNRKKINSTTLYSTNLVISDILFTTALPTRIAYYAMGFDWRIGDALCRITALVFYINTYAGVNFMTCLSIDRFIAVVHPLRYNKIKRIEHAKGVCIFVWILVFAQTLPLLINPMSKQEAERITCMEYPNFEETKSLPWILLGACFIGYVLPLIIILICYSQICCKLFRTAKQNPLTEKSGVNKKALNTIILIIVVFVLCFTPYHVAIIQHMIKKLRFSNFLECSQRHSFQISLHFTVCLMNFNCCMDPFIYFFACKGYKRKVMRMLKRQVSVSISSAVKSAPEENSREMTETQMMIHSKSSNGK
# CXCR6 inh = CXCR6 (human) receptor inhibition; 360,000 tested, 0.36% active; CHO-K1 PathHunter CXCR6 beta-arrestin, luminescence; O00574; inhibition, % at 20 µM; in the data active = inhibition above about 34%, passing the limit was not always enough;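 also: antagonist mode with CXCL16 agonist at 10 nM final; 0% = 10 nM CXCL16 with DMSO and 100% = unstimulated wells without agonist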
# Target sequence (O00574 whole entry, looked up): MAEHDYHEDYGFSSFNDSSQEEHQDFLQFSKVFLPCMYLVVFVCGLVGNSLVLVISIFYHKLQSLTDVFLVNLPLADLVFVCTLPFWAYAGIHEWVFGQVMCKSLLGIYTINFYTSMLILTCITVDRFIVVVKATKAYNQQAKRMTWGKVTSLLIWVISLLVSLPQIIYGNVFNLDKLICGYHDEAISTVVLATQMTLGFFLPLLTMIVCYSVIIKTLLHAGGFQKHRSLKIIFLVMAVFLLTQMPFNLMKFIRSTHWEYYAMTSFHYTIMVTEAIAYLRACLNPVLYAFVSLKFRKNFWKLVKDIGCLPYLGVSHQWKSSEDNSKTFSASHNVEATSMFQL
# CCR6 antag = CCR6 (human) receptor antagonism. P51684. CHO-K1 CCR6 PathHunter beta-arrestin, luminescence, CCL20-stimulated. inhibition, % at 20 µM. 340,000 tested, 0.49% active. AID 493098;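 active = compounds whose inhibition of the agonist-driven luminescence signal at 20 µM reaches about 50%, limit read from the data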;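 also: cells stimulated with CCL20 at 14 nM final; plate controls were DMSO with CCL20 for no effect and DMSO without agonist for full effect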
# APJ agonist = APJ receptor agonism; P35414; CHO-K1 APJ PathHunter beta-arrestin, luminescence; 0% DMSO wells, 100% apelin; activation, % at 20 µM; 330,000 tested, 0.11% active;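 active = activation more than six SD over the plate average, tested at 20 µM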;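 also: 0% = DMSO alone and 100% = apelin-13 at 10 nM; some results filed as inactive read as strong as hits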
#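 system = engineered CHO-K1 APJ arrestin reporter cells | input = 1000 cells per well | timing = overnight seeding, 90 min compound at 25 °C, 1 h detection | measured by = enzyme-fragment complementation luminescence | read-out = beta-arrestin recruitment to APJ as agonist activity, luminescent signal | control set = negative DMSO alone, positive Apelin-13 at 10 nM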
# The depositor's hits bear a star; / = not tested or not shown.
Molecule,Gli-Sufu block,APJ antag,ATG4B inh,UBC13 inh,EBI2 block,CXCR6 inh,CCR6 antag,APJ agonist
Cc1cccc(COCC(Cc2ccccc2)N2CCN(C(=O)c3cc(Cl)cc(Cl)c3)CCC2=O)c1 (stereo unspecified),19.6,2.2,7.6,2.4,11.1,10.1,10.2,6.2
CCN(C(=O)COC(=O)/C=C/c1ccc2c(c1)OCO2)c1c(N)n(Cc2ccccc2)c(=O)[nH]c1=O,-3.7,/,0.8,/,-12.0,3.6,-1.8,/
CSc1ncccc1C(=O)OCC(=O)NC(C)(C)C,-1.4,-2.8,-2.2,8.4,-1.8,-5.7,-3.6,-2.5
CC(C)C1Cc2c(C#N)c(N)n(C)c(=S)c2CO1 (stereo unspecified),10.6,6.6,8.3,-1.7,-3.3,3.4,1.2,1.0
COc1ccc(S(=O)(=O)N2CCN(C(=O)NCc3ccc(OC)c(OC)c3)CC2)cc1,-4.9,-9.1,7.4,7.8,7.9,-3.7,2.5,-2.0
CCOCCOC(=O)c1ccc(-n2cncn2)nc1,-2.1,16.2,1.4,-5.2,-3.9,-4.6,-9.9,3.4
O=C(NC(=S)Nc1ccc2[nH]c(=O)[nH]c2c1)c1cccc(F)c1,4.3,9.7,1.6,0.7,6.7,17.2,31.1,-1.9
CCN(CC)C(=O)N1CCN(S(=O)(=O)c2ccc(C)cc2)CC1,0.7,2.1,-3.0,11.3,-4.6,-1.8,-18.4,-1.0
O=C1c2ccccc2S(=O)(=O)c2cc(C(=O)N3CCN(C(=O)c4ccccc4)CC3)ccc21,-0.7,-10.7,3.0,0.4,-4.7,-7.0,-13.1,-1.5
CCN1CCN(C(=O)c2[nH]c3ccc(OC)cc3c2C)CC1,-3.0,13.7,-6.5,-10.3,1.3,1.3,5.1,-3.3
Cc1nn(-c2ccccc2)c(=S)c2ccccc12,1.9,15.9,-14.2,0.0,-4.9,-1.5,13.8,-2.4
CC(NC(=O)C1C2C=CC(C2)C1C(=O)O)c1ccccc1 (stereo unspecified),4.5,3.2,7.0,-2.2,-5.6,2.1,1.1,-4.7
COc1cc2oc(=O)cc(-c3cccc(-c4ccc(C(F)(F)F)cc4)c3)c2c(OC)c1OC,-8.2,/,-3.7,/,25.3,6.4,18.5,/
CC(OC(=O)c1ccc(NC(=O)CC#N)cc1)C(=O)Nc1nc(-c2ccccc2)cs1 (stereo unspecified),-50.8,8.1,-14.6,-15.2,21.2,-2.7,11.1,3.4
Cc1cc(C)c2c(N)c(C(=O)NN3CC(=O)N(c4ccccc4)CC3=O)sc2n1,-4.4,-15.2,3.1,6.2,-1.8,0.6,10.3,-4.7
N#Cc1c(C(F)(F)F)cc(-c2ccccc2)nc1SCC(=O)N1CCOCC1,-8.4,10.1,4.7,-0.4,-5.4,2.2,9.1,-1.5
COC(CN(C)S(=O)(=O)c1cc2c3c(c1)CCC(=O)N3CCC2)OC,-1.4,8.6,-1.0,3.0,-20.6,-3.4,8.9,0.5
CC(=O)Nc1ccc(S(=O)(=O)NC2=C(N3CCN(c4ccc(F)cc4)CC3)C(=O)c3ccccc3C2=O)cc1,3.3,-34.1,14.6,-70.4,-4.0,13.5,31.4,5.9
O=C(NCC1CCOCC1)c1ccc2nc(Cc3cccc(Cl)c3)oc2c1,-8.3,6.9,4.1,3.4,2.9,-1.3,13.5,1.4
CC(C)[C@H](NC(=O)c1ccccc1F)C(=O)NNC(=O)c1cccs1,-0.2,11.4,-7.5,-8.7,7.1,1.8,3.9,-3.3
O=C(Cc1ccccc1F)Nc1cccc(S(=O)(=O)N2CCOCC2)c1,1.4,11.0,1.3,7.2,2.8,5.5,18.8,-5.0
O=[N+]([O-])c1cc([N+](=O)[O-])c(Oc2ccccc2F)cc1NN1CCCCC1,-3.6,7.7,-7.7,4.5,6.5,-2.7,26.8,2.6
O=C(NC1CCCC1)c1cc2nc(-c3ccccc3)cc(-c3ccccc3)n2n1,0.4,19.6,-7.7,27.9,24.6,15.9,21.9,0.1
COc1cc(-c2nc3cnccn3c2Nc2ccccc2)ccc1O,3.7,-64.1,-4.4,12.6,3.6,1.8,11.5,2.3
O=C(NN1C(=O)C2C3c4ccccc4C(c4ccccc43)C2C1=O)c1ccccc1 (stereo unspecified),3.4,-5.8,2.5,-12.4,-7.2,-9.3,9.0,0.1
O=C(COC(=O)[C@@H]1CCCN1S(=O)(=O)c1ccccc1F)NCc1ccc2c(c1)OCO2,1.6,-0.5,1.0,-7.3,-3.6,8.2,5.3,-3.0
O=C(O)c1ccc(N=Cc2c(O)ccc3ccccc23)cc1,2.8,-22.7,0.8,-21.3,-8.6,-3.9,-2.6,2.1
Brc1ccc(CSc2ncn[nH]2)cc1,12.0,-16.0,-8.8,-0.4,-8.9,-4.6,-9.0,-0.1
COc1ccc(-c2cc(=O)oc3c(C)c(OCC(=O)N(C)C)ccc23)cc1,49.4,1.6,-6.0,-4.0,5.9,5.0,8.4,-2.4
C=CCn1c(-c2cccnc2Cl)nc2ccccc21,-18.9,4.5,4.7,-7.3,5.9,-4.8,0.6,-2.0

# Another view of part of the listing above.
C=CCn1c(-c2cccnc2Cl)nc2ccccc21
  Gli-Sufu block: -18.9
  APJ antag: 4.5
  ATG4B inh: 4.7
  UBC13 inh: -7.3
  EBI2 block: 5.9
  CXCR6 inh: -4.8
  CCR6 antag: 0.6
  APJ agonist: -2.0
COc1ccc(-c2cc(=O)oc3c(C)c(OCC(=O)N(C)C)ccc23)cc1
  Gli-Sufu block: 49.4
  APJ antag: 1.6
  ATG4B inh: -6.0
  UBC13 inh: -4.0
  EBI2 block: 5.9
  CXCR6 inh: 5.0
  CCR6 antag: 8.4
  APJ agonist: -2.4

# Single values from above.
# Result of O=C1c2ccccc2S(=O)(=O)c2cc(C(=O)N3CCN(C(=O)c4ccccc4)CC3)ccc21 in UBC13 inh: 0.4
# Result of COc1ccc(S(=O)(=O)N2CCN(C(=O)NCc3ccc(OC)c(OC)c3)CC2)cc1 in CCR6 antag: 2.5
# Result of C=CCn1c(-c2cccnc2Cl)nc2ccccc21 in Gli-Sufu block: -18.9
# Result of Cc1cccc(COCC(Cc2ccccc2)N2CCN(C(=O)c3cc(Cl)cc(Cl)c3)CCC2=O)c1 (stereo unspecified) in CCR6 antag: 10.2

# Other entries:
Molecule,Gli-Sufu block,APJ antag,ATG4B inh,UBC13 inh,EBI2 block,CXCR6 inh,CCR6 antag,APJ agonist
Nc1c([N+](=O)[O-])cnnc1-c1ccccc1,3.2,-2.0,6.2,-82.0,-4.7,-9.2,-8.1,0.1
Oc1ccccc1C=NN=Cc1ccccc1Cl,-21.9,/,10.1,/,8.8,3.6,16.8,/
O=C(NCCC1=CCCCC1)C(c1ccccc1)c1ccccc1,-13.7,6.9,16.6,1.4,14.4,3.9,13.5,-3.4
O=C(Nc1ccc(Br)cc1)c1cccc(NC(=O)C2C3CC4OC(=O)C2C4C3)c1 (stereo unspecified),-14.6,-2.8,-12.2,2.9,3.2,-5.3,-3.5,-2.6
Cc1onc(-c2ccccc2Cl)c1C(=O)Nc1ccc(S(=O)(=O)NCC2CCCO2)cc1 (stereo unspecified),-16.3,9.0,-2.7,1.8,-2.3,1.3,-13.9,-5.1
CCSc1nnc(NC(=O)c2ccc(S(=O)(=O)N(C)C)cc2)s1,-8.0,9.2,3.0,2.4,-3.2,3.7,3.0,-0.8
CCOC(=O)C1(CCCc2ccccc2)CCN(C(=O)CCn2cncn2)CC1,1.9,-1.2,-6.9,5.4,-2.3,0.5,9.6,-2.7
CC(C)(OC(=O)c1ccc(C#N)cc1)c1cc2ccccc2c(=O)o1,-10.7,8.5,-8.4,5.3,-4.0,1.0,8.7,-1.7
O=C(NCc1cccc(Cl)c1)c1ccco1,-2.4,1.6,5.2,-4.8,-10.7,-7.0,-8.2,-4.3
CC(NC(=O)CN(c1ccc(F)cc1)S(C)(=O)=O)c1ccccc1 (stereo unspecified),10.9,20.2,-5.3,4.2,-14.1,2.7,11.4,-3.1
CN(CC(=O)NCC1CCCCC1)CC(=O)Nc1ccccc1Br,17.0,-4.8,-0.8,-2.1,-5.2,5.3,1.2,-3.6
CCN(CC(=O)NCCCN1CCOCC1)S(=O)(=O)c1ccc(Cl)cc1,14.6,-2.1,6.1,-3.9,-0.3,0.6,-10.2,-0.9
CC(OC(=O)c1ccc(S(=O)(=O)N2CCCCC2)cc1)C(=O)Nc1ccc(C(N)=O)cc1 (stereo unspecified),3.4,15.3,-5.0,2.2,-5.4,13.6,0.8,1.6
CCN(CC)CC#CCOC(=O)C(O)(c1ccccc1)C1CCCCC1 (stereo unspecified),/,-0.9,0.2,17.2,2.9,-1.5,7.1,-3.5
Cc1ccc(-c2cc(C(=O)OCC(=O)Nc3cc(C)on3)c3ccccc3n2)c(C)c1,1.7,13.9,3.1,-0.1,29.2,2.9,-20.8,-1.4
COC(=O)CSc1nc2ccc(NC(=O)CSc3nnnn3Cc3ccccc3)cc2s1,0.8,-23.8,-8.9,-5.2,-2.0,12.0,-14.8,10.1
C#CCOCCOCCOCCNc1nc(N2CCN(C(=O)CCCCCCCCCCNC(=O)[C@H](CCCCN)n3cc(CCO)nn3)CC2)nc(N2CCN(C(=O)CCCCCCCCCCNC(=O)[C@H](CCCN=C(N)N)n3cc(C[C@@H](C)CC)nn3)CC2)n1,13.6,25.6,70.5*,125.2*,-3.0,26.0,-28.8,-1.5
O=C(Nc1ccccc1-c1nc2ccccc2s1)c1ccc(Br)o1,-9.5,11.8,-5.2,2.0,3.1,-4.9,-6.7,-7.3
O=C(NCCCn1ccnc1)C(=O)NCC1OCCCN1S(=O)(=O)c1ccc(Cl)cc1 (stereo unspecified),-5.7,-2.3,-1.2,18.3,-4.3,-4.1,9.4,-3.1
COc1ccc(-c2ccc3c(c2)S(=O)(=O)c2cccc(C(=O)NC4CC4)c2C3=O)cc1OC,-7.5,-4.2,9.4,-3.5,-8.5,-3.0,-10.9,-0.1
CCCOc1ccc(C(CC(=O)O)NS(=O)(=O)c2ccc(NC(C)=O)cc2)cc1 (stereo unspecified),0.7,15.1,0.5,-7.4,5.4,0.6,-11.0,-6.1
O=C(O)c1ccc(Cn2ccc3ccccc32)o1,-37.5,20.3,1.5,-9.8,0.3,-0.7,3.4,-1.7
Cc1cccc(N2CCN(S(=O)(=O)c3c(C)[nH]c(C)c3C(=O)N3CCCCC3)CC2)c1C,12.8,9.8,13.9,1.7,9.9,-7.2,8.0,1.7
CC(=O)c1cccc(OCC(=O)N2CCN(c3ccc(C(F)(F)F)cn3)CC2)c1,13.2,-5.7,-3.0,0.8,11.0,-7.3,12.4,0.6
Fc1ccc(CNc2nc3ccccc3n3cnnc23)cc1,2.0,4.1,0.4,-2.9,-0.1,2.0,-12.1,-1.8
COc1ccc(C2=NN(S(=O)(=O)c3ccccc3)C(c3ccccc3)C2)cc1 (stereo unspecified),-1.4,16.6,3.4,-12.5,9.4,-0.7,1.4,0.2
O=C(c1cc(-c2ccc(Cl)c(Cl)c2)on1)N1CCN(c2ccccc2)CC1,1.9,11.6,11.9,-13.5,4.1,-3.0,-19.0,0.3
COc1ccc(CCN(C)C(=O)CCc2nnc(-c3ccccc3)o2)cc1OC,7.3,0.0,-9.2,-1.2,-3.1,-5.3,11.9,-1.8
CC(C)(C)NC(=O)CSc1nc2scc(-c3ccccc3)c2c(=O)[nH]1,-1.3,10.1,33.1,13.6,-7.6,-2.0,10.5,-2.9
CC1(c2ccccc2)NC(=O)N(CC(=O)N2CCN(S(=O)(=O)c3cccs3)CC2)C1=O (stereo unspecified),-9.3,15.6,-9.1,-2.9,-1.9,-9.5,7.1,0.4
Cc1ccc(-n2nnnc2SCC(=O)NC2CCCc3ccccc32)cc1 (stereo unspecified),-4.1,-9.9,21.3,5.8,2.5,3.8,8.3,-1.5
CN(Cc1ccccc1)S(=O)(=O)c1nnc(NC(=O)c2ccc(F)cc2)s1,-27.6,10.7,11.3,1.2,7.4,-1.1,-1.1,1.5
O=[N+]([O-])c1cccc(S(=O)(=O)Nc2ccc(-c3ccc(N4CCCC4)nn3)cc2)c1,-0.8,-9.7,5.9,-5.9,-5.0,4.8,0.0,4.0
